Compound activity as filed in PubChem BioAssay.
14-3-3g Raf: modulators of 14-3-3 gamma protein binding, primary screen, biochemical, fluorescence polarization. FP, 14-3-3gamma / TMR-pS259-Raf peptide binding. inhibition, % at 40 µM. hit rate 0.19% among 160,000. 14-3-3 protein gamma (Homo sapiens), P61981; in the data active = inhibition above about 30%;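 note: 0% = protein plus tracer without compound and 100% = blank with tracer alone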
Target sequence (P61981 whole entry, looked up): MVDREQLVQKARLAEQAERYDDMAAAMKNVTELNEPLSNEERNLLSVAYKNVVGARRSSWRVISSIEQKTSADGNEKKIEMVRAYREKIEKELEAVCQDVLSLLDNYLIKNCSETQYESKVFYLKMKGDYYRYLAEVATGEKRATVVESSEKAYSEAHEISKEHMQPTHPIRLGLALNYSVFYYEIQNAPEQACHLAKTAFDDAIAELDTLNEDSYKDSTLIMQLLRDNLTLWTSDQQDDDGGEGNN
* = called active by the depositor; & = joins results of further samples. An excerpt; count on the stated rates, not on these rows.

SMILES | 14-3-3g Raf
O=[N+]([O-])c1cccc(S(=O)(=O)N2CCN(c3ccc([N+](=O)[O-])c(N4CCOCC4)c3)CC2)c1 | 4.9
CCOC(=O)c1c(COC(=O)c2ccco2)nc2ccccc2[n+]1[O-] | -16.6
O=C(Cn1nc(-c2ccccc2)nc1-c1ccccc1)Nc1ccc(Br)cc1 | -17.8
COc1ccc(C(=O)N=c2sc3cc(Cl)ccc3n2C)c(OC)c1 | -1.1
CCOc1ccc(NC(=O)CCOc2ccccc2)cc1 | -25.2
O=c1oc2cc(CN3CCOCC3)c(O)cc2c2c1NCCC2 | 4.0
O=C(CC1c2ccccc2Oc2ccccc21)N1CCN(c2ccccn2)CC1 | -7.6
COc1ccc([N+](=O)[O-])cc1C=Nc1cccc(C(=O)O)c1 | -8.1
O=C(NCC1CCCO1)c1ccccc1-c1nc(-c2ccc(F)cc2)no1 (stereo not drawn) | -16.6
CCCCC(CC)c1nnc(NC(=O)c2ccco2)s1 (stereo not drawn) | 6.6
CCS(=O)(=O)N1N=C(c2cccc(NS(C)(=O)=O)c2)CC1c1ccc(F)cc1 (stereo not drawn) | -16.4
Cc1c(Cl)c([N+](=O)[O-])nn1CCCC(=O)NCc1cccs1 | -16.6
CCOc1ccc(Nc2nc(N3CCOCC3)nc(C)c2[N+](=O)[O-])cc1 | -8.4
O=C1c2cccc3cccc(c23)C(=O)N1CC1CCN(CC(O)COCC2COc3ccccc3O2)CC1 (stereo not drawn) | -4.8
COc1cccc(-c2nc(CS(=O)(=O)CC(=O)Nc3cc(C)ccc3C)c(C)o2)c1 | -2.0

Five entries from above, tab-delimited.
SMILES	14-3-3g Raf
O=C(NCC1CCCO1)c1ccccc1-c1nc(-c2ccc(F)cc2)no1 (stereo not drawn)	-16.6
CCCCC(CC)c1nnc(NC(=O)c2ccco2)s1 (stereo not drawn)	6.6
CCS(=O)(=O)N1N=C(c2cccc(NS(C)(=O)=O)c2)CC1c1ccc(F)cc1 (stereo not drawn)	-16.4
Cc1c(Cl)c([N+](=O)[O-])nn1CCCC(=O)NCc1cccs1	-16.6
CCOc1ccc(Nc2nc(N3CCOCC3)nc(C)c2[N+](=O)[O-])cc1	-8.4

Remaining list, next part.
SMILES | 14-3-3g Raf
O=C1Nc2cc3c(cc2Sc2ccccc21)OCCO3 | -0.3
Cc1ccccc1-n1c(=O)cc(NCC2CCCO2)[nH]c1=O (stereo not drawn) | -4.7
CCOc1ccc(NC(=O)c2cc(S(=O)(=O)NC3CCCC3)ccc2F)cc1 | -6.6
Cc1c(OC(=O)CNC(=O)OC(C)(C)C)ccc2c3c(c(=O)oc12)CCC3 | -0.4
COc1ccc2c(c1OC)C(=O)N(c1ncn[nH]1)C2 | -1.4
Brc1ccc(OCCn2ccnc2)cc1 | -0.6
CCn1cc(C(=O)N2CCOCC2)c(=O)c2cc(S(=O)(=O)N3CCCCC3)ccc21 | -1.2
CCc1ncc(C(O)c2ccccc2)n1C (stereo not drawn) | 1.7
NC(=O)c1cc2ccccc2oc1=Nc1ccc(Br)cc1 | 7.1
Cc1ccc(C(=O)Oc2cc(N)n(S(=O)(=O)c3ccc(F)cc3)n2)cc1C | -8.1
Cc1c(C(=O)Nc2ccc(N3CCOCC3)c3nonc23)cccc1[N+](=O)[O-] | -80.9
CCOc1ccc(NC(=O)c2ccccc2CO)cc1 | 6.5
O=C(O)c1cccc(-c2nc3ccccc3[nH]2)c1 | -4.1
COc1cccc2c(=O)c(C(=O)NCc3cccs3)c[nH]c12 | -5.5
Cc1ccc2nsnc2c1S(=O)(=O)Nc1cccc(C(=O)O)c1 | -7.3
Cc1nn(-c2ccccc2)c(OC(=O)c2ccc(Br)o2)c1Sc1ccccc1 | -3.0
O=C(Nc1nc2ccccc2s1)c1cc([N+](=O)[O-])ccc1Cl | -5.6
CC(=O)Oc1ccccc1C(=O)Nc1cccc(C(F)(F)F)c1 | 0.5
O=C(NC1CCCCCCC1)c1cccn2c(=O)c3c4c(sc3nc12)CCCC4 | 18.8
CC(C)OC(=O)c1ccc(S(=O)(=O)Cc2ccccc2F)c([N+](=O)[O-])c1 | 10.0
COc1ccc(NC(=O)C(c2cc3c(cc2[N+](=O)[O-])OCO3)N(Cc2ccccc2)c2ccccc2)cc1 (stereo not drawn) | 5.8
O=C(CSc1nnc(-c2ccc(O)cc2)n1Cc1ccco1)N1CCc2ccccc2C1 | -6.4
O=C(NCCCN1CCN(Cc2ccccc2)CC1)C1CCN(S(=O)(=O)N2CCCC2)CC1 | 4.1
COc1ccc(C(=O)Nc2sc3c(c2C(=O)O)CCC3)cc1 | -25.3
CCOCCCNC(=O)c1cc(Sc2ccccc2Cl)nc2ccccc12 | -6.3
CC(C)NC(=O)c1ccc2c(=O)n(Cc3ccco3)c(=S)[nH]c2c1 | -133.5
CCOC(=O)Cc1c(C)nc2cc(-c3ccc(C(C)(C)C)cc3)nn2c1C | -40.5
c1cnc(-c2nnc3n2CCCCC3)cn1 | 11.1
COC(=O)C1=C(C)NC2=C(C(=O)CC(c3ccccc3)C2)C1c1ccc(O)c(OC)c1 (stereo not drawn) | -3.5
Cc1nc2c(C(=O)NCCC(C)C)c[nH]n2c(=O)c1Cc1ccccc1F | -334.3
COc1ccc(-c2nnc(SCC#CCO)o2)cc1OC | -0.7
CCOC(=O)CSc1nnc(CNC(=O)c2ccc(OC)cc2OC)n1C | -8.9
COc1ccc(C)cc1S(=O)(=O)N(CC(=O)N1CCOCC1)Cc1ccccc1 | -9.5
O=C(NCc1ccccn1)c1c(O)c2cccc3c2n(c1=O)CC3 | 1.3&-21.0
COc1ccc2cc3cc(C(=O)Nc4ccc(C(C)C)cc4)oc3nc2c1 | 13.7
O=C(c1ccc(CS(=O)(=O)c2ccccc2)o1)N1CCN(c2ccccc2)CC1 | -10.6
CCOC(=O)c1cn(CC)c2cc(N3CCN(C)CC3)c(F)cc2c1=O | -9.3
CCC(Oc1ccc2ccccc2c1)C(=O)O (stereo not drawn) | -2.1
N=c1ncn(CC(O)CN2CCOCC2)c2nc(N3CCOCC3)[nH]c12 (stereo not drawn) | 3.8
c1cnc(N2CCSCC2)nc1 | -1.6
CCN(CC)c1ccc(NC(=O)c2ccccc2OC)cc1C | 1.7
CSc1ccc(C2C(C(=O)Nc3ccccc3F)=C(C)NC3=C2C(=O)CC(c2ccccc2)C3)cc1 (stereo not drawn) | -3.2
CN(C1CCCCC1)S(=O)(=O)c1ccccc1 | -5.8
Cc1ncc(CO)c2cc(C(=O)Nc3cccc(F)c3)c(=O)oc12 | -10.7
Cc1nc([N+](=O)[O-])cn1CC(=O)NCc1ccccc1 | 9.6
c1ccc(Cc2nn[nH]n2)cc1 | -7.2
COc1ccc2c(=O)c(Oc3ccccc3)c(C)oc2c1OC | -3.4
CCOc1ccc(NC(=O)CCS(=O)(=O)c2ccc3c(c2)CCN3C(C)=O)cc1 | -13.2
COc1ccc(CNC(=O)c2ccc3nccnc3c2)cc1 | -10.4
COC(=O)c1ccc(CSc2nc(C)nc3c2c(=O)n(C)c(=O)n3C)o1 | -0.8&-8.1
COc1cc(NC(=O)Cc2nn(C)c(=O)c3ccccc23)cc(OC)c1 | -1.0&-5.6
CCOc1ccccc1NC(=O)c1c(NC(=O)C(F)(F)F)sc2c1CCCCC2 | 0.9
CCOC(=O)c1[nH]c2ccccc2c1NC(=O)CCC1CCCC1 | 1.7
O=C(Cn1cc2c(n1)CCCCC2)N1CCCCC1 | 1.2
c1cncc(-c2nnc3sc(-c4ccco4)nn23)c1 | -3.0
COc1ccc(-c2[nH]c(-c3ccc(F)cc3)nc2SCC(=O)NCc2ccco2)cc1OC | -3.8
COc1ccccc1NCC(O)Cn1c2ccc(Cl)cc2c2cc(Cl)ccc21 (stereo not drawn) | 1.5
Cc1ccc(C2Nc3ccccc3NC3=C2C(=O)CCC3)o1 (stereo not drawn) | -2.9
COc1cccc(CNC(=O)C2CCN(C(=O)N(C)C)CC2)c1 | -1.8
CCCOC(=O)COc1ccc2c(=O)c(Oc3ccc(OC)cc3)c(C(F)(F)F)oc2c1 | -17.7

Individual results from the results shown:
`COc1ccc2c(=O)c(Oc3ccccc3)c(C)oc2c1OC` | 14-3-3g Raf = -3.4
`c1ccc(Cc2nn[nH]n2)cc1` | 14-3-3g Raf = -7.2

Ordered by number of heavy atoms (ascending): 3 of the compounds above
SMILES | 14-3-3g Raf
c1ccc(Cc2nn[nH]n2)cc1 | -7.2
COc1cccc(CNC(=O)C2CCN(C(=O)N(C)C)CC2)c1 | -1.8
COc1ccc(-c2[nH]c(-c3ccc(F)cc3)nc2SCC(=O)NCc2ccco2)cc1OC | -3.8

(continued)
SMILES | 14-3-3g Raf
O=C(CCCC(=O)n1cnc2ccccc21)n1cnc2ccccc21 | -21.6
CCC1CCCCN1S(=O)(=O)c1ccc(F)c(C(=O)Nc2cccc(C)c2C)c1 (stereo not drawn) | -11.3
COc1ccc(OC)c(-n2nnnc2SCC(=O)NCc2ccc3c(c2)OCO3)c1 | -5.7
O=S(=O)(c1ccc(-c2csc(Nc3ccc(Cl)cc3)n2)cc1)N1CCOCC1 | -13.2
COc1ccc(C(O)Cn2c(=N)n(CCCN(C)C)c3ccccc32)cc1 (stereo not drawn) | 3.2&-3.0
COc1cccc(CNC(=O)CN2C(=O)CSc3ccc(S(=O)(=O)N4CCCC4)cc32)c1 | -6.8
CC(C)(C)c1ccc(-c2nc(N3CCCC3)c3ccccc3n2)cc1 | 0.2
O=[N+]([O-])c1cc(S(=O)(=O)N2CCN(C34CC5CC(CC(C5)C3)C4)CC2)ccc1Cl | 3.1
CC(C)CCn1c(-c2ccccc2)nc2ccccc21 | 1.8
CC(C)(C)NCC1(CO)SC(N)=NC1=O (stereo not drawn) | -0.6
CC(=O)Nc1cc(C(=O)NCc2ccccc2Cl)ccc1Sc1ccc(C)cc1 | -3.6
CCOC(=O)C1=C(C)NC(=O)NC1c1cn(-c2ccccc2)nc1-c1cccs1 (stereo not drawn) | -0.9&-11.7
COC(=O)c1ccc(NC(=O)C2CC(=O)N(Cc3ccc4c(c3)OCO4)C(=Nc3ccccc3)S2)cc1 (stereo not drawn) | -10.8
CCOC(=O)CSc1nc2ccc(Br)cc2c(=O)n1Cc1ccccc1OC | -2.8
O=C(C[n+]1ccc2ccccc2c1)c1ccccc1 | 44.9*
CCN1C(=S)NC2c3ccccc3OC1(C)C2C(=O)Nc1ccc(C)cc1C (stereo not drawn) | -7.9
CC1CCCCN1Cc1c(O)ccc2c(=O)c(-c3ccc(Cl)cc3)c(C(F)(F)F)oc12 (stereo not drawn) | -6.3
Cc1cc(C)c(Cn2c(=O)n(CCCC(=O)NCc3ccco3)c(=O)c3sccc32)c(C)c1 | -14.4
CC1(C)CC(=O)c2cc(OCC(=O)NCC3CCCO3)ccc2O1 (stereo not drawn) | -0.8
CCOc1ccc(C(=O)Nc2ccc(-c3nc4cc(C(C)C)ccc4o3)cc2)cc1 | -11.8
O=C(OCC(=O)N1CCN(C(=O)c2ccco2)CC1)c1cc(=O)c2ccccc2o1 | -8.3
CC(=Nc1c2c(nc3ccccc13)N(C)CC2)N(C)C | -9.5
Nc1[nH]c(=S)nc2sc3c(c12)CCCCC3 | -14.8
CN(C)C(CNS(=O)(=O)c1ccc(Br)cc1)c1cccnc1 (stereo not drawn) | -16.1
COc1cc2c(cc1NC(=O)C13CC4CC(CC(C4)C1)C3)oc1ccccc12 | -5.0
Cc1ccccc1Nc1nnc(-c2ccc(C)c(S(=O)(=O)NCCO)c2)c2ccccc12 | -0.3
COc1ccc(CCNc2ncnc3c2cnn3-c2ccc(Cl)cc2)cc1OC | -4.5
COc1ccc(S(=O)(=O)NCC2CCC(C(=O)N(C)Cc3ccccc3)CC2)cc1 (stereo not drawn) | -4.4
O=c1cc(Br)c(=O)[nH][nH]1 | 14.8
CCn1cc(C(=O)NCc2ccco2)c(=O)c2cc(S(=O)(=O)N3CCCCCC3)ccc21 | -1.7

The closing three entries of the section before come first, to join the parts.
SMILES | 14-3-3g Raf
COc1ccc(S(=O)(=O)NCC2CCC(C(=O)N(C)Cc3ccccc3)CC2)cc1 (stereo not drawn) | -4.4
O=c1cc(Br)c(=O)[nH][nH]1 | 14.8
CCn1cc(C(=O)NCc2ccco2)c(=O)c2cc(S(=O)(=O)N3CCCCCC3)ccc21 | -1.7
CC(=O)c1nn(-c2cccc(Cl)c2)cc1C(=O)c1nc2ccccc2s1 | -2.1
CC(=O)NS(=O)(=O)c1ccc(Nc2c([N+](=O)[O-])cncc2[N+](=O)[O-])cc1 | -0.8
CC(=O)Nc1ccc(Br)cc1C(=O)C(=O)Nc1cccc(C(=O)NC2CCCCC2)c1 | -10.2
CC(C)CCNC(=O)C(=O)NC1CCCCC1 | -9.8
COCCN1C(=O)c2ccccc2C(C(=O)Nc2cccc(OC)c2)C1c1c[nH]c2ccccc12 (stereo not drawn) | -2.0
O=C(C[n+]1cccc(Br)c1)c1cccc2ccccc12 | -23.3
CCOC(=O)C1=C(C)NC2=C(C(=O)CC(c3ccccc3)C2)C1c1cc(C)sc1SC (stereo not drawn) | 5.5
Cc1cc2ncn(C(=O)c3ccccc3C)c2cc1C | -12.5
CCOc1ccc(S(=O)(=O)NC(CC)C23CC4CC(CC(C4)C2)C3)c2ccccc12 (stereo not drawn) | -9.2
Cc1ccc(C(=O)COC(=O)CNC(=O)c2ccco2)cc1 | -7.6
Cc1cc2nc(C)c(C)nc2cc1C | -1.1
O=C(Nc1ccc(S(=O)(=O)N2CCCC2)cc1)c1cccs1 | -11.4
CCOC(=O)C1=C(C)N=C2SCC(=O)N2C1c1cccc(OC)c1OC (stereo not drawn) | -3.5
O=C(Cc1ccccn1)NCCO | -8.1
CCC1CCC(c2ccc(C(C)=O)cc2)CC1 (stereo not drawn) | 3.9
O=S(=O)(c1ccccc1)N1CCN(CC=Cc2ccccc2)CC1 | 1.5
CCCOc1ccc(NC(=O)C2CCCNC2=O)cc1 (stereo not drawn) | 7.7
O=C(CSc1nc2ccccc2[nH]1)c1ccc(OC(F)F)cc1 | -4.9
O=C(CSc1nnc2sc3ccccc3n12)N1c2ccccc2Sc2ccccc21 | -0.3
Cc1cc(C)c2c3c(sc2n1)C(=O)N(C)CC(=O)N3 | -6.1
COCCn1c(SCc2ccc(F)cc2)nc2c1c(=O)[nH]c(=O)n2C | -6.6
CCCCNC(=O)CN1CCN(Cc2cccc(C)c2)C1=O | -3.5
Cc1cc(C)nc(NC2=NCC(=O)N2c2ccc3c(c2)OCCO3)n1 | -2.4
O=C(Nc1cccc([N+](=O)[O-])c1)c1cc(S(=O)(=O)N2CCCCC2)cs1 | -8.0
